# Source: PubChem (National Center for Advancing Translational Sciences (NCATS))
# TDP1 inh: blocks human tyrosyl-DNA phosphodiesterase 1; Q9NUW8; recombinant TDP1, AlphaScreen DNA substrate cleavage; Potency, µM (doses to about 130 µM), inactives show at the highest dose activity change, negative = inhibition, actives largely listed as inhibitors; actives 0.28% (n = 350,000); active = well fitted inhibition curve with a large enough effect; also: nearly all actives have a fitted effect of over 40% in size
# Target sequence (Q9NUW8 whole entry, looked up): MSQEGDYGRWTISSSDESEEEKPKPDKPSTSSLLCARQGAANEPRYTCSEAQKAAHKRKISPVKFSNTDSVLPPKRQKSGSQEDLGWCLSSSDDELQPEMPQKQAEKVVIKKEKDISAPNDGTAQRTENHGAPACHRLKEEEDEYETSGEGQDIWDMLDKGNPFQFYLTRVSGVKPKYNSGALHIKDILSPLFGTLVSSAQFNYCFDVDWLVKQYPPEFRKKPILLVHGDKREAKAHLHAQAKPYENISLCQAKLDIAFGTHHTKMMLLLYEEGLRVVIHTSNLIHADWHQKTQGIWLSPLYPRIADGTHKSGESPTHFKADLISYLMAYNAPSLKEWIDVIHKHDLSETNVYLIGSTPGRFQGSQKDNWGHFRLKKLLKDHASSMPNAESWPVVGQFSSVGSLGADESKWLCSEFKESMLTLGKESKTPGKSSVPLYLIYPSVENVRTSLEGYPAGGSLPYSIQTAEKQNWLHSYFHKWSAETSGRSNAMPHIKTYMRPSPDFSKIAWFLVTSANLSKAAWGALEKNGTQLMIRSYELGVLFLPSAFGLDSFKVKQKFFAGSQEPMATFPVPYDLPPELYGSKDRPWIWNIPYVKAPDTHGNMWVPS
#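 Enzyme-compound mixtures sat 15 min at room temperature, followed by a 5 min reaction with 15 nM final substrate and 10 min with AlphaScreen beads. Recombinant human Tdp1 was used at 1 nM final.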
# * marks the source's active call; other numbers are inactive results; & = joins results of further samples; [ ] = another dose, or the depositor's remark. % is scaled to controls: 0 for no effect and ±100 for the full control effect; potency is read from the fitted curve at half-maximal effect. An excerpt. The share of hits here may be higher or lower than overall.
nr	Compound	TDP1 inh
1	CC[C@H](C)[C@H](NC(=O)[C@H](CC(C)C)NC(=O)[C@H](CO)NC(=O)[C@H](CCC(=O)O)NC(=O)[C@H](CC(C)C)NC(=O)[C@H](Cc1ccc(O)cc1)NC(=O)[C@H](CCCCN)NC(=O)[C@H](CCCCN)NC(=O)[C@H](C)NC(=O)[C@H](CO)NC(=O)[C@H](CC(C)C)NC(=O)[C@H](CCC(N)=O)NC(=O)CNC(=O)[C@H](CC(C)C)NC(=O)[C@H](CC(C)C)NC(=O)[C@H](CCCNC(=N)N)NC(=O)[C@H](CO)NC(=O)[C@H](Cc1ccccc1)NC(=O)[C@H](CC(=O)O)NC(=O)[C@H](CO)NC(=O)[C@@H](NC(=O)[C@H](Cc1ccccc1)NC(=O)[C@@H](NC(=O)CNC(=O)[C@H](CC(=O)O)NC(=O)[C@H](C)NC(=O)[C@@H](N)Cc1cnc[nH]1)C(C)C)[C@@H](C)O)C(N)=O	6%
2	Oc1cc(Nc2ccccc2)cc2cccnc12	4%
3	CC(C)[C@H](O)C1=CCCCC1=O	4%
4	O=C(O)c1ccc2c(c1)C(=O)N([C@@H](C(=O)O)C(c1ccccc1)c1ccccc1)C2=O	9%
5	COc1ccc(F)cc1CN1CCN(c2cc(C)nc3c4c(C)cc(C)nc4nn23)CC1	4%
6	O=C(OCC#CCSc1nnc(-c2cccc3ccccc23)o1)c1ccc(F)cc1	-8%
7	C/C(CCN1CCc2nc(-c3ccccc3)c(-c3ccccc3)cc2C1)=N\OC[C@@H](O)[C@@H]1O[C@@H]2OC(C)(C)O[C@@H]2[C@H]1O	4%[21 µM]
8	CO[C@@H]1c2cc(F)ccc2/C(=C\CCOC(=O)C/C=C/c2ccccc2)[C@H]1C	6%
9	COc1ccc(CNC(=O)c2ccc(Br)cc2)cc1	3%
10	CCCn1c(C)nc2c(N(CCOC)CCOC)nc(C)nc21	6%
11	C=CCn1cnnc1SCC(=O)Nc1cccnc1Cl	3%
12	CS(=O)(=O)c1ccccc1-c1csc(N2CCC(C(N)=O)CC2)n1	8%

# Carrying on.
nr	Compound	TDP1 inh
13	O=C(N/N=C1/C[C@@H](O)[C@@H](O)[C@@H]2[C@@H]3C(=O)N(C4CCCCC4)C(=O)[C@H]3CC[C@H]12)OCc1ccccc1	11%[21 µM]
14	Cc1cccc(-c2nnc(SCCC(=O)O)o2)c1	3%
15	NCC(=O)N[C@@H](CCCN=C(N)N)C(=O)NCC(=O)N[C@@H](CC(=O)O)C(=O)N[C@@H](CC(N)=O)C(=O)N1CC[C@@H](C(=O)O)C1	6%
16	C=C1NC(=O)c2cc(CN(C)c3ccc(C(=O)N[C@@H](CCC(=O)O)C(=O)O)s3)ccc2N1	-4%
17	CCOC(=O)O[C@@H](C)OC(=O)[C@@H]1N2C(=O)[C@@H](NC(=O)[C@@H](N)c3ccccc3)[C@H]2SC1(C)C	6%[56.1 µM]
18	Cc1ccccc1Nc1oc(-c2ccccc2)nc1-c1cccs1	7%
19	CCC1(c2ccc(O)cc2)NC(=O)NC1=O (centres undefined)	12%
20	CC1CCN(S(=O)(=O)c2ccc3c(c2)N(CC(=O)N2CCN(c4ccc(Cl)cc4)CC2)C(=O)CO3)CC1	1%
21	O=C1CCc2cc(S(=O)(=O)Nc3ccc4c(c3)OCCO4)ccc2N1	1%
22	Cc1cc2c(cc1S(=O)(=O)CCC(=O)Nc1ccc(OC(F)(F)F)cc1)OCC(=O)N2	-1%
23	CC1=C2[C@@H](O)[C@H]([C@@H](C)C(=O)NCCC(C)C)CC[C@@]2(C)C=CC1=O	3%
24	CCC(=O)Nc1ccc(OCc2cc(C3Nc4ccccc4C(=O)N3Cc3ccccc3)ccc2OC)cc1 (centres undefined)	1%

# (continued)
nr	Compound	TDP1 inh
25	CCC(C)NC(=O)CSc1nc2ccc(N3CCOCC3)cc2c(=O)n1CCc1ccccc1 (centres undefined)	9%
26	COc1cc(C2CC(=O)Nc3c2c(=O)[nH]c2nc4ccccc4n32)ccc1O (centres undefined)	2%
27	CCOC(=O)c1cc(OC(=O)c2cc(OC)cc(OC)c2)n(-c2ccccc2)n1	2%
28	O=C(N1CCNCC1)N1CCOCC1	-2%
29	COc1cc2c(cc1O)[C@H](Cc1ccc(Oc3cc(C[C@@H]4NCCc5cc(OC)c(O)cc54)ccc3O)cc1)NCC2	7%
30	CSCC[C@H](NC(=O)[C@H](CC(C)C)NC(=O)CNC(=O)[C@H](Cc1ccc(O)cc1)NC(=O)[C@H](Cc1ccccc1)NC(=O)[C@H](CCC(N)=O)NC(=O)[C@H](CCC(N)=O)NC(=O)[C@@H]1CCCN1C(=O)[C@H](CCCCN)NC(=O)[C@@H]1CCCN1C(=O)[C@@H](N)CCCN=C(N)N)C(N)=O	9%
31	COC(=O)c1ccc(C(NC(=O)OCc2ccccc2)/C(I)=C/[C@@H](C)C(=O)NCc2ccncc2)cc1 (some centres undefined)	14%
32	COc1ccc(C2=Nn3c(nnc3-c3ccccc3OC)SC2)cc1OC1CCOC1 (centres undefined)	7%
33	CC(C)C[C@H](NC(=O)[C@H](CO)NC(=O)[C@H](C)NC(=O)[C@H](CCCN=C(N)N)NC(=O)[C@H](CCCN=C(N)N)NC(=O)[C@@H](N)CC(C)C)C(=O)NCC(=O)O	6%
34	Cc1cc2nn(-c3ccc(F)cc3)nc2cc1NC(=O)c1cccc([N+](=O)[O-])c1C	-1%
35	CCOC(=O)Cn1c(=O)n(CC2CCCO2)c2nc(-c3ccc(OC)cc3OC)nc(C(N)=O)c21 (centres undefined)	-1%
36	O=C(CCBr)Nc1cccc2cccnc12	-1%

# Five entries from above, set out differently.
cpd | TDP1 inh | smiles
33 | 6% | CC(C)C[C@H](NC(=O)[C@H](CO)NC(=O)[C@H](C)NC(=O)[C@H](CCCN=C(N)N)NC(=O)[C@H](CCCN=C(N)N)NC(=O)[C@@H](N)CC(C)C)C(=O)NCC(=O)O
34 | -1% | Cc1cc2nn(-c3ccc(F)cc3)nc2cc1NC(=O)c1cccc([N+](=O)[O-])c1C
28 | -2% | O=C(N1CCNCC1)N1CCOCC1
32 | 7% | COc1ccc(C2=Nn3c(nnc3-c3ccccc3OC)SC2)cc1OC1CCOC1 (centres undefined)
31 | 14% | COC(=O)c1ccc(C(NC(=O)OCc2ccccc2)/C(I)=C/[C@@H](C)C(=O)NCc2ccncc2)cc1 (some centres undefined)

# Following part.
nr	Compound	TDP1 inh
37	CCCOC1(C(F)(F)F)NC(=O)N(c2ccc(Cl)cc2)C1=O (centres undefined)	3%
38	COC(=O)C(C(C)C)N1CC(=O)c2ccccc2S1(=O)=O (centres undefined)	14%
39	O=C(Nc1ccccc1)N1CCN(C(=O)Nc2ccccc2)CC1	3%
40	C=CC[C@@H]1C=C[C@@H](O/N=C2/C[C@@H](O)[C@@H](O)[C@@H]3[C@@H]4C(=O)N(CC)C(=O)[C@H]4CC[C@@H]23)[C@@H](CO)O1	6%[21 µM]
41	Cn1c(=O)c2ncn(CC(=O)N=Nc3c(O)[nH]c4ccccc34)c2n(C)c1=O	6%
42	Oc1ccc(Nc2nc(-c3ccc4ccccc4c3)cs2)cc1	12%
43	CCOc1ccc(C2C(C(=O)c3ccco3)=C(O)C(=O)N2CCN(C)C)cc1 (centres undefined)	1%
44	NCCC[C@@H](CC(=O)N[C@@H]1CCCC[C@H]1C(=O)N[C@H](CC(=O)N[C@@H](CCC(=O)O)CC(=O)O)Cc1c[nH]c2ccccc12)NC(=O)C[C@H](Cc1c[nH]c2ccccc12)NC(=O)[C@@H]1CNCC[C@H]1N	3%
45	CCn1ccc2cc(S(=O)(=O)N3CCCN(C(=O)Nc4ccccc4OC)CC3)ccc21	-1%
46	O=C(Nc1nnc(-c2ccccc2Cl)o1)c1cc2cc([N+](=O)[O-])ccc2s1	4%
47	C[C@H](C(=O)O)c1ccc2cc(O)ccc2c1	7%
48	CCN1C(=O)[C@H]2[C@H]3[C@H](O)[C@H](O)C/C(=N/OCC[C@H]4C=C[C@H](OC(C)=O)[C@@H](COC(C)=O)O4)[C@@H]3CC[C@@H]2C1=O	7%[21 µM]

# (continued)
nr	Compound	TDP1 inh
49	COc1cc(Cl)c(S(=O)(=O)N2CCN(c3c(C)cccc3C)CC2)cc1Cl	2%
50	O=C(O)c1ccc2c(c1Sc1ccccc1)C(=O)c1ccccc1C2=O	-4%
51	O=C(NCc1ccc[n+](CCCCS(=O)(=O)[O-])c1)c1ccc(OC(F)F)cc1	-3%
52	CCCCC/C=C\C[C@H](O)/C=C/C=C/C=C/[C@@H](O)CCCC(=O)O	4%
53	CN(C)c1ccc(C(c2nnnn2C(C)(C)C)N2CCc3ccccc3C2)cc1 (centres undefined)	3%
54	O=c1nc2n(c3c1oc1ccccc13)Cc1ccccc1-2	6%
55	CCOC(=O)c1c(NC(=O)CSc2nnc(C)c(=O)[nH]2)sc(C)c1C	0%
56	CCCCC[C@H](O)C/C=C1/C(=O)C=C[C@@H]1C/C=C\CCCC(=O)O	11%&-2%
57	Cn1c(-c2nnn(-c3ccc(F)cc3)n2)cc2ccccc21	1%
58	COC(=O)C1CC1[C@H](NC(=O)c1cccnc1)c1ccccc1 (some centres undefined)	9%
59	O=C(Cn1c(=S)[nH]c2ncccc2c1=O)NCCc1ccccc1	-2%
60	COC(=O)C1=C[C@@H](C(=O)OC)C2C3=C(C(=O)[C@@]2(C)NC(=O)c2ccccc2)[C@H](C)[C@@H]2C(=O)NC(=O)[C@@H]2[C@@H]3C1 (some centres undefined)	6%

# Next section.
nr	Compound	TDP1 inh
61	C=C(C)[C@H]1CC=C(CO)CC1	6%
62	COc1ccccc1-c1nnc(SCC(=O)c2ccc(Cl)cc2)n1-c1ccccc1	6%
63	CCC(C(=O)C(C)C(O)C(C)CCc1ccc(C)c(O)c1C(=O)O)C1OC(CC)(C2CC[C@@](O)(CC)C(C)O2)CC1C (some centres undefined)	-7%[56.1 µM]
64	C[C@@H]1NC(=O)[C@H](CCCN=C(N)N)NC(=O)c2cc([N+](=O)[O-])cc(I)c2OCC[C@@H](C(=O)NC(CC(=O)O)C(N)=O)NC1=O (some centres undefined)	0%
65	C[C@@H]1[C@H]2CC[C@@H]3[C@@H]4CC=C5C[C@@H](N(C)C)CC[C@]5(C)[C@@H]4CC[C@@]32CN1C	-6%[21 µM]
66	COC(=O)CC1C(=O)NC(C)=C1C(=O)OC (centres undefined)	-10%
67	COC(=O)[C@@H]1C[C@H]1[C@@H](NC(=O)c1cc(C)nn1C)c1ccccc1	-2%
68	CCCCC/C=C/C=C/C=O	1%
69	COC(=O)[C@H](Cc1ccccc1)NC(=O)O[C@@H]1C(=O)c2cc(OC)ccc2O[C@H]1c1cccc(OC)c1	9%
70	Cc1c(N=CC=Nc2c(C)n(C)n(-c3ccccc3)c2=O)c(=O)n(-c2ccccc2)n1C	3%
71	FC(F)(F)c1cc(NC(=S)NC23CC4CC(CC(C4)C2)C3)cc(C(F)(F)F)c1	2%
72	Cc1ccc(-c2ccc(C3C4C=CCC(C)C4C(=O)N3Cc3ccccc3)c(F)c2)cc1 (centres undefined)	5%

# Following part:
nr	Compound	TDP1 inh
73	C[C@@H](Oc1ccc(Oc2cnc3ccc(Cl)cc3n2)cc1)C(=O)O	-9%[56.1 µM]
74	CCOc1ccccc1NC(=O)NC(C)c1ccc2c(c1)OCO2 (centres undefined)	6%[56.1 µM]
75	COc1ccccc1CNC(=O)CSc1ncc(S(=O)(=O)c2ccc(C)c(Cl)c2)c(=O)[nH]1	3%
76	CCOC(=O)c1sc(NC(=O)CSc2nc3c(c(=O)n2-c2ccc(F)cc2)SCC3)c(C(=O)OCC)c1C	5%
77	O=c1/c(=C/c2cn(-c3ccccc3)nc2-c2ccc(F)cc2)sc2nc3ccccc3n12	4%
78	O=c1cc(-c2cccc(F)c2)[nH]c2cc(Cl)ccc12	0%[234 µM]
79	Cc1cccc(NC(=O)CSc2nnc(NC(=O)CN3CCCCC3)s2)c1	-1%
80	Cc1c(Cl)cccc1NC(=O)CSc1nc2c(c(=O)[nH]1)CCCC2	3%
81	C[C@H]1[C@H](C)CC[C@]2(C)CC[C@]3(C)C(=CC[C@@H]4[C@@]5(C)CC[C@@H](O)[C@](C)(C(=O)O)[C@@H]5CC[C@]43C)[C@H]12	1%
82	COC(=O)C1=C(C)N(Cc2ccccc2)[C@]23O[C@](C(=O)OC)(C(=O)N2C1c1ccccc1)C1C(=O)N(C)C(=O)C13 (some centres undefined)	9%&5%[21 µM]
83	N=C(N)SCCN=C(N)N	13%
84	CCCC[C@H](NC(=O)[C@H](CC(C)C)NC(=O)CNC(=O)[C@@H](NC(=O)[C@H](Cc1ccccc1)NC(=O)[C@H](CO)NC(=O)[C@@H](N)CC(=O)O)C(C)C)C(N)=O	13%

# New compounds follow
nr	Compound	TDP1 inh
85	CCC1=C2CC[C@H]3C(=O)N(C)C(=O)[C@H]3[C@H]2[C@@]2(C)C(=NCc3ccccc3)OC(=O)N2C1=O	3%
86	CCCCOC1(c2ccccc2)NC(=S)NN=C1c1ccccc1 (centres undefined)	4%
87	CC(=O)Nc1cccc(C2=CC(c3ccco3)n3ncnc3N2)c1 (centres undefined)	8%
88	C=C(C(=O)C(C)(C)O)C(O)c1ccc([N+](=O)[O-])cc1 (centres undefined)	12%
89	CCCSc1nnc2n(Cc3ccccc3)c(=O)c3c4c(sc3n12)CCC4	-1%
90	COc1ccc2c3c([nH]c2c1)[C@@H]1C[C@@H]2[C@@H](C[C@H](O)[C@H](OC)[C@H]2C(=O)O)CN1CC3	12%[21 µM]
91	Cc1nc(SCC(=O)c2c(C)[nH]c3ccccc23)c2c(=O)n(C)c(=O)n(CC(C)C)c2n1	-4%
92	CO[C@@H]1COC(=O)C/C=C\[C@@H](C)[C@@H]2C=C[C@H](O)[C@@H](COC(=O)CCC[C@H]1C)O2	3%[21 µM]
93	CCCCNc1nc(C)nc2c1nc(-c1ccccc1)n2C1CCN(Cc2ccccc2)C1 (centres undefined)	6%
94	Cc1ncc([N+](=O)[O-])n1C[C@H](O)CCl	7%[21 µM]
95	COC/C=C/C1=CC2=CC(=O)C(C)(OC(=O)CCC(=O)OC)C(=O)C2=CO1 (centres undefined)	-6%&-7%
